# Wnt act – Wnt/beta-catenin pathway activators, primary screen, cell-based, plate reader, single point; hit rate 1.2% among 300,000; activation, % at 9.35 µM; Wnt/beta-catenin reporter cell assay, activator; AID 743398, 2014; in the data active means activation above about 30%, passing the limit was not always enough;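 further: 0% = neutral control wells and 100% = positive control wells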
# SR-BI DiI inh – inhibitors of SR-BI mediated HDL lipid uptake, primary screen, ldlA[mSR-BI] cells, fluorescence, single point; inhibition, % at 12.5 µM; Scavenger receptor class B member 1 (Mus musculus), Q61009; hit rate 0.96% among 320,000; ldlA[mSR-BI] CHO cells, DiI-HDL uptake fluorescence, 3 h;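 active means mean replicate inhibition of at least 70% and a set share of replicates each scoring 70 or more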;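 further: 0% = median of neutral control wells and 100% = median of positive control wells; values of inactives mirror those of a sister screen read the other way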
# SR-BI uptake up – activators of SR-BI mediated DiI-HDL uptake, primary screen, ldlA[mSR-BI] CHO cells, DiI fluorescence | 3 h; 100 = double the neutral-control signal | activation, % at 12.5 µM | hit rate 0.096% among 320,000 | AID 504775, 2011;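 active means mean replicate activation of at least 60% and every replicate at or above 60%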;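 further: 0% = median plate neutral-control signal and 100% = twice that signal; values of inactives mirror those of a sister screen read the other way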
#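 System: CHO ldlA[mSR-BI] cells / Medium: HEPES-buffered (25 mM, pH 7.4) F12 plus 0.5% BSA / Probe or stimulus: labelled HDL, 10 µg/mL / Doses: single compound concentration, delivered by pin transfer / Schedule: 3 h, 37 °C / Measured by: DiI fluorescence, bottom read / Measure: cell-associated DiI fluorescence as measure of HDL uptake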
# PvdQ inh – P. aeruginosa PvdQ acylase inhibitors, primary screen, biochemical, fluorescence, plate reader and imaging, single point; PvdQ acylase [Pseudomonas aeruginosa LESB58]; purified PvdQ acylase; inhibition, % at 10 µM; hit rate 0.063% among 340,000; in the data active means inhibition above about 30%, passing the limit was not always enough;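 further: 0% = vehicle neutral wells and 100% = reference inhibitor wells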
# Rtt109 HAT inh – inhibitors of C. albicans Rtt109/Vps75 HAT, primary screen, biochemical, ThioGlo CoA-SH fluorescence, plate reader; purified Rtt109/Vps75, 4 h; AID 540336, 2011; hit rate 0.16% among 330,000; inhibition, % at 34.9 µM;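 active means inhibition of at least 50% in every replicate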
# Target sequence (Q5AAJ8 whole entry, looked up): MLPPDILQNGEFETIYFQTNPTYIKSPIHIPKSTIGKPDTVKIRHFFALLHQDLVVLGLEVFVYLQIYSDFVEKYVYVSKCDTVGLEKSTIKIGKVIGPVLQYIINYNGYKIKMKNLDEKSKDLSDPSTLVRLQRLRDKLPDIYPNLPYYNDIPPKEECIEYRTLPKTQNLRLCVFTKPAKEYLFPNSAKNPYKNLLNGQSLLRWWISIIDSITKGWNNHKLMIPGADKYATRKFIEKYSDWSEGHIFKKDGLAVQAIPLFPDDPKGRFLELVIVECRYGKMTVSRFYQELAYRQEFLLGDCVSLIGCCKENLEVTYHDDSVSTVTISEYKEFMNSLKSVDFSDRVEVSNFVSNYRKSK
# CDK5 inh – inhibitors of human CDK5/p35 kinase, primary screen, biochemical, single concentration; Recombinant CDK5/p35, ADP-Glo luminescence, 60 min; inhibition, % at 10 µM; hit rate 0.01% among 330,000;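 active means highest replicate inhibition of at least 50% and at least 75% of replicates reaching 50%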;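 further: plate controls were DMSO neutral control for no effect and GW8510 at 10 µM for full effect; many of its hits are not listed in these tables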
# HTR5A ag – HTR5A agonists in luminescence cell assay, primary screen, counter-screen for OPRM1-OPRD1 heterodimer agonist project, full-deck HTS | cell-based | activation, % at 9.3 µM | hit rate 0.61% among 340,000; in the data active means activation mostly above about 9.5%, no sharp cut-off; inactive means mostly below about 7.6%;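 further: 0% = cells with vehicle only and 100% = reference agonist; strong numbers were not always called active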
# Target sequence (P47898 whole entry, looked up): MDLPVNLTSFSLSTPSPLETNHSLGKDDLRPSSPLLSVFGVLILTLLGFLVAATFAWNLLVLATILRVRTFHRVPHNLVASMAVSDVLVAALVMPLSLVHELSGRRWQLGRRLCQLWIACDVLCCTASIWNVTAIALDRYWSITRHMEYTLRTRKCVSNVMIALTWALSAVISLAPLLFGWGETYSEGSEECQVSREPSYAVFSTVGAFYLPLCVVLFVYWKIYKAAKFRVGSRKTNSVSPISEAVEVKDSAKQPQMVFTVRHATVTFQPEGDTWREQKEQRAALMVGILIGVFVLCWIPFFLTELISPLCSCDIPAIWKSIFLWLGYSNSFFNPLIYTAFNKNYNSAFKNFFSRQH
# cardiac RTF act – cardiac RTF calcium sensitivity activators, primary screen, biochemical, IANBD-TnC fluorescence, EC20 calcium. Troponin I, cardiac muscle (Homo sapiens) + Troponin T, cardiac muscle (Homo sapiens) + …. IANBD-labeled TnC RTF fluorescence at EC20 calcium; 0% EC20 calcium, 100% full calcium. AID 493008, 2010. activation, % at 7.2 µM. hit rate 0.24% among 340,000;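 active means activation above the mean over all tested compounds plus 3 SD, cut at about 30% in these data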;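 further: rise in fluorescence read as greater calcium sensitivity of cardiac thin filaments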
# dFosB act – activators of delta FosB homodimer, primary screen, biochemical, fluorescence polarization, TAMRA-CDK5 oligo, single point; Protein FosB (Mus musculus), P13346; purified delta FosB; percent of positive-control signal above neutral wells; activation, % at 25 µM; hit rate 0.99% among 340,000;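 active means mean activation above about 17%, with every replicate also reaching it, limit read from the data, passing the limit was not always enough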;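 further: fluorescence polarization rise as delta FosB binds a TAMRA Cdk5 AP-1 oligo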
# MITF TRPM1 HTS – activators of MITF-driven TRPM1 promoter reporter, primary screen, cell-based, SK-MEL-5, luciferase, single point. SK-MEL-5 TRPM1-promoter luciferase, 24 h; % of positive control, neutral wells = 0. hit rate 0.75% among 300,000. activation, % at 12.5 µM;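 active means mean activation of at least 80% with every replicate also reaching 80%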;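 further: 0% = neutral control wells and 100% = parthenolide positive control wells; values of inactives mirror those of a sister screen read the other way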
# Starred values were filed as active, the others as inactive; . = no result given.
SMILES,Wnt act,SR-BI DiI inh,SR-BI uptake up,PvdQ inh,Rtt109 HAT inh,CDK5 inh,HTR5A ag,cardiac RTF act,dFosB act,MITF TRPM1 HTS
O=C(CSc1ncnc2c1oc1ccccc12)Nc1cccc(Cl)c1,.,-5,5,-8,7,0.2,3,-1,-3,-8
O=C1CCC(C(=O)N2CCCC(C(=O)c3ccc4c5c(cccc35)CC4)C2)=NN1 (stereo unspecified),0,21,-21,-9,-20,-0.8,-4,3,-7,3
CN(CCNC(=O)c1ccc(/C=N/O)nc1)Cc1ccccc1,0,-17,17,0,-6,0.8,1,1,0,9
CC(Sc1ccccc1)C(=O)N1CCN(S(=O)(=O)c2ccc(Cl)cc2)CC1 (stereo unspecified),0,-4,4,-10,3,1.9,0,-6,-17,-3
Nc1ccn([C@@H]2O[C@H](CO)[C@@H](O)C2O)c(=O)n1 (stereo partly specified),-1,-13,13,-4,-10,-1.2,0,-2,3,-17
CCN(CC)C(=O)CSc1nnc(-c2ccncc2)n1N,.,-34,34,7,6,0.0,3,9,3,2
COc1cccc(C(C(=O)NC(C)(C)C)N(CC(C)C)C(=O)CCC(=O)Nc2cc(C)on2)c1OC (stereo unspecified),0,-10,10,-12,-1,-4.8,-2,1,-11,-5
O=C(Nc1nccs1)c1ccc(Cl)c(S(=O)(=O)N2CCOCC2)c1,-3,-6,6,-16,4,0.8,4,3,-4,-2
Cc1onc(-c2ccccc2)c1C(=O)N(Cc1ccco1)Cc1cccs1,-1,3,-3,-1,5,-5.2,4,-1,-9,-15
CCOC(=O)CC1COc2ccccc2N1C(=O)c1ccc(F)cc1 (stereo unspecified),0,0,0,-10,1,0.2,-2,-2,-7,-1
CC(=O)Nc1ccc(OCC(=O)NC(C)C(C)C)cc1 (stereo unspecified),-2,-15,15,-15,-2,0.5,2,-2,4,.
CC(C)c1ccc(Nc2nnc(SC3CCOC3=O)s2)cc1 (stereo unspecified),0,1,-1,-5,-13,0.2,2,13,1,-3
COc1ccc(CCN(C)C(=O)C(CCSC)NC(=O)c2ccco2)cc1OC (stereo unspecified),1,-25,25,-4,4,1.5,2,3,-6,2
CCN(CC)C(=O)[C@H]1C[C@H](CC(=O)NC(C)(C)C)C(=O)N2CCc3c([nH]c4cc(-c5ccco5)ccc34)[C@]12C,-4,6,-6,-4,2,0.4,-3,1,-25,-4
Cc1cc(C)n2nc(-c3ccc(F)cc3)nc2n1,.,31,-31,-1,1,0.9,-2,4,-10,16
CCC1CCc2sc(C(=O)NCc3ccccn3)cc2C1 (stereo unspecified),6,9,-9,-7,-2,0.6,4,-6,-17,25
CN1CCCC(C(=O)C(C#N)c2ccccc2)C1 (stereo unspecified),2,-6,6,9,0,-1.0,1,-3,1,.
COc1ccc(C(=O)NC(=S)NC(C)(C)C)cc1Br,1,41,-41,-8,-2,1.1,0,5,3,48
Cc1nnc2n1N=C(c1ccc(OC(F)F)cc1)C(C)S2 (stereo unspecified),0,.,.,-16,0,1.7,14,-2,-8,-4
CC(=O)Oc1cccc(NC(=O)c2ccc3c(c2)C(=O)N(CC(C)C)C3=O)c1,27,58,-58,-15,-3,0.9,5,0,-5,2
O=C(NCc1ccc(Cl)cc1)C1CCC(CNS(=O)(=O)c2ccccc2)CC1 (stereo unspecified),.,14,-14,-7,.,0.6,1,-6,1,6
O=C(O)CSc1nc(-c2ccccc2)c(-c2ccccc2)[nH]1,0,.,.,-19,-2,-0.7,3,-1,-5,8
O=C(CN1C(=O)C2C3C=CC(C4CC34)C2C1=O)NCc1ccco1 (stereo unspecified),-1,-7,7,0,4,-1.5,2,9,-9,-1
Cc1noc(C)c1NC(=O)Nc1ccc2c(c1)C(=O)N([C@H](C)CO)C[C@H](C)[C@@H](CN(C)S(=O)(=O)c1cn(C)cn1)O2,0,-5,5,-23,-7,0.6,3,-9,-5,3
CC(C)CN(CCNC(=O)CN1N=C(c2ccc(Cl)cc2)CCC1=O)CC(C)C,1,-13,13,-2,-4,0.1,0,2,-5,-5
O=C(Nc1ccccc1F)Nc1ccc([N+](=O)[O-])cc1Cl,43*,54,-54,-14,-3,1.4,-1,-7,7,67
CCOC(=O)c1cc2c(=O)n3cccc(C)c3nc2n(CCCOC)c1=NC(=O)c1cccnc1,1,-10,10,-5,-399,1.2,5,-4,-15,-3
CCOC(=O)C(=CNc1ccc(C)cc1C)C(=O)OCC,.,13,-13,-15,8,1.5,4,-2,6,.
O=C(Cn1ccc2ccccc2c1=O)NCC(=O)N1CCN(c2ccccc2F)CC1,-1,-7,7,-15,-3,-0.4,5,-7,0,-1
CCn1c(C(=O)NCc2ccccn2)cc2sccc21,.,-15,15,0,3,0.4,-3,1,-5,0
O=C(NCCCN1CCc2ccccc2C1)Nc1ccc(Cl)cc1,.,-22,22,-15,7,0.8,3,-1,2,5
Cc1cccc(OCC(=O)NC(=S)Nc2ccccc2N2CCOCC2)c1,.,-5,5,-2,5,-3.0,-2,-2,-11,-3
Cc1nc(-c2ccc(Cl)cc2)sc1C(=O)O,-3,9,-9,-17,-5,-1.5,-4,3,1,25
Cc1cccc(NC(=O)/C(=C\c2ccco2)NC(=O)c2cccs2)c1,-6,20,-20,-10,16,1.0,2,14,-12,.
CN(C)CCCN(Cc1ccccc1)C(=S)Nc1ccc(OC(F)F)cc1,.,11,-11,-2,7,-0.9,2,3,8,0
Cc1cc(=O)n2nc(N3CCCC(C(=O)NC(C)c4ccccc4)C3)sc2n1 (stereo unspecified),0,-22,22,-3,-10,1.5,8,2,-4,3
CC1CCN(c2ccccc2NC(=O)c2ccc([N+](=O)[O-])o2)CC1,-3,-5,5,-14,-9,0.5,2,-5,4,-40
Cc1cc(N2CCC(C)CC2)nc(NCc2ccccc2)n1,-9,-28,28,-8,15,-0.8,-6,-8,-5,0
O=C(N/N=C/c1ccc(O)c(O)c1)C1c2ccccc2Oc2ccccc21,-3,.,.,-3,5,-0.1,6,0,-3,.
Cc1ccc(C(=O)CN2/C(=C(\O)c3ccccc3)C(=O)c3ccccc3S2(=O)=O)c(C)c1,.,11,-11,19,0,0.6,2,-1,3,.

# Random excerpt: four compounds from above
SMILES,Wnt act,SR-BI DiI inh,SR-BI uptake up,PvdQ inh,Rtt109 HAT inh,CDK5 inh,HTR5A ag,cardiac RTF act,dFosB act,MITF TRPM1 HTS
Cc1cccc(OCC(=O)NC(=S)Nc2ccccc2N2CCOCC2)c1,.,-5,5,-2,5,-3.0,-2,-2,-11,-3
CC(C)CN(CCNC(=O)CN1N=C(c2ccc(Cl)cc2)CCC1=O)CC(C)C,1,-13,13,-2,-4,0.1,0,2,-5,-5
Cc1cc(=O)n2nc(N3CCCC(C(=O)NC(C)c4ccccc4)C3)sc2n1 (stereo unspecified),0,-22,22,-3,-10,1.5,8,2,-4,3
O=C(O)CSc1nc(-c2ccccc2)c(-c2ccccc2)[nH]1,0,.,.,-19,-2,-0.7,3,-1,-5,8

# Remaining list, next part.
SMILES,Wnt act,SR-BI DiI inh,SR-BI uptake up,PvdQ inh,Rtt109 HAT inh,CDK5 inh,HTR5A ag,cardiac RTF act,dFosB act,MITF TRPM1 HTS
CCN(CC)c1ccc(/C=N/NS(=O)(=O)c2cccc([N+](=O)[O-])c2)cc1,-4,-39,39,-5,-1,-1.7,2,-3,-7,-8
COc1cc(C#Cc2c(C=O)n(C)c3ccccc23)cc(OC)c1,-1,52,-52,-5,-6,0.7,8,3,-23,-6
CC1(C)C2CC=C(/C=N/n3cnnc3)C1C2 (stereo unspecified),.,-15,15,-8,-9,-0.3,-9,-2,-2,11
O=C(C1CCCN(S(=O)(=O)c2ccccc2)C1)N1CCCCCC1 (stereo unspecified),-1,-6,6,7,9,-1.2,3,6,-7,-5
NNS(=O)(=O)c1ccc(N2CCCC2=O)c([N+](=O)[O-])c1,1,1,-1,8,.,1.1,2,4,2,10
CN(C(=O)c1cccc(NC(=O)Cc2ccc(NC(=O)C3CCN(C(=O)C4CCCC4)CC3)cc2)c1)C1CCCC1,-1,63,-63,2,-8,4.6,0,3,-8,-6
O=C(NCc1ccc(F)cc1Cl)C1CC(=O)N(C2CCCCCCC2)C1 (stereo unspecified),-2,-2,2,-15,8,1.8,1,1,-2,2
CC(=O)c1ccc(NC(=O)c2cc3ccccc3o2)cc1,39*,32,-32,-6,-2,-0.6,4,2,-13,31
N#Cc1ccccc1S(=O)(=O)N1CCN(c2cnccn2)CC1,-2,-19,19,5,.,-0.4,-2,-4,4,-10
Cc1cc(NC(=O)CN2C(=O)NC(C)(CC(C)C)C2=O)no1 (stereo unspecified),-5,-17,.,-8,0,-1.7,-5,9,2,-2

# Results in PvdQ inh, Wnt act and HTR5A ag (4 entries from above):
SMILES	PvdQ inh	Wnt act	HTR5A ag
NNS(=O)(=O)c1ccc(N2CCCC2=O)c([N+](=O)[O-])c1	8	1	2
CN(C(=O)c1cccc(NC(=O)Cc2ccc(NC(=O)C3CCN(C(=O)C4CCCC4)CC3)cc2)c1)C1CCCC1	2	-1	0
O=C(NCc1ccc(F)cc1Cl)C1CC(=O)N(C2CCCCCCC2)C1 (stereo unspecified)	-15	-2	1
CC(=O)c1ccc(NC(=O)c2cc3ccccc3o2)cc1	-6	39*	4

# Assay outcomes (PubChem)
